BRCA1 expr act: qHTS Assay to Identify Small Molecule Activators of BRCA1 Expression. Potency, µM (doses to about 46.1 µM), for the others: at the top dose activation, usual class: activators. MCF7-BRCA1-FFLuc reporter, luminescence, 48 h; response scale: scaled: vehicle 0%, 10 µM genistein 100%. 380,000 tested, 1.1% active; active means well fitted activation curve with a large enough effect; inconclusive means small, poorly fitted or top-dose-only effect; inactive means no such curve, though single readings can be large or run the other way; further: nearly all actives have a fitted effect of over 80% in size; some results filed as inactive show a strong effect at the top dose
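Compounds are tested at multiple concentrations on MCF7 BRCA1-luciferase reporter cells seeded at 2000 per well; after 48 h, a single luminescence end-point is taken and curves fitted to the normalized data.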
* marks the source's active call; other numbers are inactive results; ? = inconclusive; [ ] = another dose, or the depositor's remark. Potency means the concentration at half of the fitted maximal effect.

Compound	BRCA1 expr act
COc1ccc(CC(N)c2csc(NC(=O)Nc3ccccc3C(C)(C)C)n2)cc1 (configuration not stated)	-46%
Cc1ccc(S(=O)(=O)N2CCN(S(=O)(=O)c3ccc4c(c3)OCCCO4)CC2)cc1	11%
Cc1ccc(F)cc1-c1nc(NC(C)C)nc2cc(-c3ccccc3)sc12	-26%
CCN(CC)C(=O)c1cccc(-c2csc(C(C)(NC(C)=O)c3ccc(OC)cc3)n2)c1 (configuration not stated)	-19%
Cc1ccccc1CN1CC2=C(CCN(Cc3ccccc3)C2=O)N2CCN=C12	-47%
OCC1OC(n2cnc3ncccc32)C(O)C1O (configuration not stated)	-52%
COc1ccc(C(O)c2ncc(-c3ccccc3OC)[nH]2)cc1F (configuration not stated)	0%
CC1(C(=O)NCc2ccccn2)CCN1C(=O)Cc1ccc(Cl)cc1Cl (configuration not stated)	17%
C[C@@H]1CNC(=O)c2c(C(=O)N[C@@H](Cc3c[nH]c4ccccc34)C(=O)OC(C)(C)C)ncn21	-16%
CCc1nc2ccc(C(=O)Nc3ccc4c(c3)OCC(=O)N4)cn2c1N(C)C(=O)C1CCCCC1	-4%
CNC(=O)C[C@H]1C(=O)N(C2CCCCC2)C[C@@H]1C	5%
CCCS(=O)(=O)NC(=O)C1(C)CCN(C(=O)c2cc(C(C)(C)C)nn2C)C1 (configuration not stated)	-5%
CCC(=O)N1CCC1(C)C(=O)Nc1ccccc1 (configuration not stated)	14%
CCOC(=O)CCCCCC(=O)Nc1ccc2c(c1)C(=O)N([C@H](C)CO)C[C@H](C)[C@@H](CN(C)S(C)(=O)=O)OCCCC[C@@H](C)O2	10%
O=C1NC[C@H](CCCCN2C[C@H](Cc3ccccc3)N(Cc3ccccc3)C(=O)C2=O)N(CC2CCCCC2)C1=O	-17%
CC(C)C(=O)N1CCCC1(C)C(=O)Nc1cccc(Oc2ccccc2)c1 (configuration not stated)	-1%
COc1cc(-c2cc(NC=O)c3ncc(-c4ccc(C(C)=O)cc4)n3c2)ccc1O	-70%
COC(=O)[C@]12CCCCC=C1N(CCC1=CCCCC1)C(=O)[C@H](CC(=O)NCCc1ccccc1OC)C2	-40%
CCCCC[C@H]1CCCCC[C@@H](O)C[C@H](O)[C@H](O)/C=C/C(=O)O1	-20%
COc1ccc(-c2ccc(C(=O)NCCN(C)C)c3occc23)c(C)c1	-10%
O=C(c1cccc2ccccc12)N1CCN(S(=O)(=O)c2ccccc2)CC1	11%
CC(C)Cc1ccc(-c2cc3nc(NCc4cccc(Cl)c4)ccn3n2)cc1	-49%
Cc1cc(C)n2c(Nc3c(C)cccc3C)c(CC(C)C)nc2n1	0%
c1ccc(N=C2SCCCS2)cc1	47%
CCCC(=O)N1CCC1(C)C(=O)NS(=O)(=O)c1ccc(F)cc1F (configuration not stated)	38%
CCc1ccc(C(=O)OCC(=O)Nc2c(C)n(C)n(-c3ccccc3)c2=O)cc1	-5%
COc1cccc(C(=O)NCCN2CCC(n3c(=O)[nH]c4ccccc43)CC2)c1	28%
COc1ccc2[nH]cc(CCNC(=O)/C=C/[C@H]3O[C@@H](n4cc(C)c(=O)[nH]c4=O)C[C@@H]3O)c2c1	13%
CCOC(=O)C1=CCN(S(=O)(=O)c2cccc(Cl)c2)C1c1ccccc1 (configuration not stated)	-11%
Cc1nc(C(F)(F)F)ccc1C(=O)N1CCC1(C)C(=O)NS(=O)(=O)c1ccccc1 (configuration not stated)	-9%
O=[N+]([O-])c1ccc2oc(/C=C/c3ccc(O)cc3)nc2c1	10µM*
C[C@H]1CN([C@@H](C)CO)S(=O)(=O)c2ccc(-c3ccc(C#N)cc3)cc2O[C@H]1CN(C)C(=O)CN(C)C	0%
Cc1ccc(OCC(=O)OCC(=O)NC2CCS(=O)(=O)C2)cc1C (configuration not stated)	-4%
CCCC(=O)N1CCC1(C)C(=O)Nc1cccc(F)c1 (configuration not stated)	-7%
CC1(C)OC(=O)C2=C(C[C@@H](CCc3ccccc3)O[C@@H]2c2ccc(F)cc2)O1	-4%
CC1C(=O)N(Cc2cn(Cc3ccco3)nn2)CCS(=O)(=O)N1Cc1ccc(-c2cccc(CO)c2)cc1 (configuration not stated)	-12%
CN(Cc1ccccc1)C(=O)[C@@H]1CCCN1C(=O)[C@@H]1CCCN1C(=O)c1ccccc1	14%
O=C1CCN(CCCN2CCC(=O)NC2=S)C(=S)N1	7%
COc1cc(NC(=O)C2(C)CCN2C(=O)C(C)C)cc(OC)c1OC (configuration not stated)	1%
COc1ccccc1NC(C)C(=O)c1c(C)[nH]c2ccccc12 (configuration not stated)	13%
COc1cc(OC)c2c(c1)C(=O)OC2c1cc(OC)c(OC)cc1C (configuration not stated)	-1%
CC1ON=C(c2ccccn2)N(Cc2ccc3c(c2)OCO3)C1=O (configuration not stated)	7%
CN(C(=O)COC(=O)/C=C/c1ccccc1)C1CCS(=O)(=O)C1 (configuration not stated)	-11%
Cc1ccc(S(=O)(=O)N(C)C[C@H]2Oc3ncc(Br)cc3C(=O)N([C@H](C)CO)C[C@@H]2C)cc1	-14%
Fc1cccc(Cc2c(-c3ccc(Cl)cc3)nc3ccc(Cl)cn23)c1	18%
CCCc1ccc(S(=O)(=O)N2CCN(C(=O)CN3C(=O)NC(C)(C4CC4)C3=O)CC2)cc1 (configuration not stated)	0%
CCN(CC)C(=O)C1=C(C)N(Cc2ccc(F)cc2)C(=O)C(CC(=O)NCCCCc2ccccc2)C1 (configuration not stated)	-13%
CCc1nc2ccc(C(=O)NCc3ccc(OC)cc3)cn2c1N(CC)Cc1cccc(Br)c1	-53%
CCCCC[C@@H](C)N1C[C@H](COCc2ccccc2)Oc2cc(N3CC[C@@H](N(C)C)C3)ccc2S1(=O)=O	-21%
CCN(CC)C(=O)C1=C(C)N(CCCOC)C(=O)C(CC(=O)NC2CCCC2)C1 (configuration not stated)	5%
C[C@@H]1CN([C@@H](C)CO)C(=O)c2cc(C#Cc3cccc(F)c3)cnc2O[C@H]1CN(C)C(=O)C1CCCCC1	1%
Cc1ccccc1S(=O)(=O)NC(=O)C1(C)CCN1C(=O)c1ccccc1CCc1ccccc1 (configuration not stated)	-14%
C[C@H]1CN([C@@H](C)CO)C(=O)CCCn2cc(nn2)CO[C@@H]1CN(C)C(=O)Nc1cccc(Oc2ccccn2)c1	5%
CCCCC(=O)N(C)c1c(CC)nc2c(OCc3cc(Cl)cc(Cl)c3)cccn12	-42%
Cc1ccc(Nc2nc(NCC3CC3)nc3ccsc23)c(C)c1	-20%
C=C1NN(Cc2ccccc2)C(=O)N1c1ccc(OCc2ccccc2)cc1	83%
OC(c1ccc(F)cc1)c1ncc(-c2cccc(C(F)(F)F)c2)[nH]1 (configuration not stated)	-7%
CCc1ccc2cc3c(cc2n1)C(=O)c1ccccc1-3	61%
CC(C)CC1C(=O)N(Cc2cn(CCC3OCCO3)nn2)CCS(=O)(=O)N1Cc1ccc(-c2ccncc2)cc1 (configuration not stated)	-34%
CCNC(=O)c1cc2c(c(-c3cccc(-c4cccc(C(=O)N(C)C)c4)c3)n1)[C@H](CCO)N(S(=O)C(C)(C)C)C2 (some centres not stated)	0%

Four entries out of the list, arranged by molecular weight, largest number first:
Compound	BRCA1 expr act
CCCCC[C@@H](C)N1C[C@H](COCc2ccccc2)Oc2cc(N3CC[C@@H](N(C)C)C3)ccc2S1(=O)=O	-21%
CCCc1ccc(S(=O)(=O)N2CCN(C(=O)CN3C(=O)NC(C)(C4CC4)C3=O)CC2)cc1 (configuration not stated)	0%
CCN(CC)C(=O)C1=C(C)N(CCCOC)C(=O)C(CC(=O)NC2CCCC2)C1 (configuration not stated)	5%
CCc1ccc2cc3c(cc2n1)C(=O)c1ccccc1-3	61%

(next part)
Compound	BRCA1 expr act
CC1(C(=O)Nc2ccc3nc[nH]c3c2)CCN1C(=O)C/C=C/c1ccccc1 (configuration not stated)	0%
COc1ccc(NC(=O)CCNC(=O)N2CC(=O)Nc3ccccc32)cc1OC	2%
CC1=C(C(=O)N2CCOCC2)CC(CC(=O)NC2CC2)C(=O)N1CCC1=CCCCC1 (configuration not stated)	5%
O=C(C[n+]1cccc(Br)c1)c1ccc(O)c(O)c1	0%
CCOC(=O)[C@]12CCCC=C1N(Cc1ccco1)C(=O)[C@H](CC(=O)NCc1cccs1)C2	17%
C(=Nc1ccc2ccccc2n1)c1ccccn1	33%
COCCN(C(=O)COC(=O)CSc1cc(C)ccc1C)c1c(N)n(Cc2ccccc2)c(=O)[nH]c1=O	-6%
CCOC(=O)[C@]12CCCC=C1N(Cc1ccc(Cl)cc1Cl)C(=O)[C@H](CC(=O)NCc1ccc(OC)c(OC)c1)C2	-41%
O=C(NC(c1ccccc1)c1ccsc1)C1CCN(Cc2ccc(Cl)c(Cl)c2)CC1 (configuration not stated)	0%
COCCCN1C(=O)C(CC(=O)NC2CCCCC2)CC(C(=O)N(C)C)=C1C (configuration not stated)	8%
CN(C)c1ccc(-c2ccnc3c2CC(C)(C(=O)Nc2ccccc2)O3)cc1 (configuration not stated)	0%
COCCCn1cc(CN2CC(N3CCCC3)CS2(=O)=O)nn1 (configuration not stated)	1%
Cn1nc(N)c2ncc(-c3ccc(Cl)cc3)nc21	43%
Cc1nc2ccc(C(=O)N3CCN(C(=O)c4ccco4)CC3)cn2c1N(C)C(=O)CCc1ccccc1	0%
C[C@@H]1CN([C@H](C)CO)C(=O)CCCn2nncc2CO[C@@H]1CN(C)C(=O)OCc1ccccc1	1%
Cc1noc(C)c1C(=O)N(C)C[C@@H]1OCc2ccccc2-c2c(n(C)c3ccccc23)C(=O)N([C@H](C)CO)C[C@H]1C	20%
Cc1ccccc1NC(=O)COC(=O)c1ccc(C)c(S(=O)(=O)N2CCCCC2)c1	-21%
O=C1C(=C(c2ccccc2)N2CCOCC2)Cc2ccccc21	-79%[inhibitor]
Clc1ccc2nc(-c3cccc(Br)c3)c(Cc3ccsc3)n2c1	67%
CC(C)(C)c1ccc(C(=O)N2[C@H](COCc3ccccc3)C=CS2(=O)=O)cc1	0%
COc1ccc(NC(=O)c2cc(C3CCCCN3C(=O)c3ccc4c(c3)CCO4)on2)c(C)c1 (configuration not stated)	21%
COc1ccccc1S(=O)(=O)N(C)C[C@H]1OCc2cn(nn2)CCCC(=O)N([C@@H](C)CO)C[C@@H]1C	13%
COc1cccc(CNc2nc3cc(-c4ccccc4)sc3c(=O)n2C)c1	6%
CCOC(=O)[C@]12CCCC=C1N(Cc1ccc3c(c1)OCO3)C(=O)[C@H](CC(=O)NCc1cccs1)C2	11%
C=CCn1c(SC(C)C#N)nc2ccccc2c1=O (configuration not stated)	-9%
O=C1CC(=O)Nc2ccccc2N1	10%
O=[N+]([O-])c1ccc(-c2csc(Nc3ccccc3)n2)cc1	-1%
CNc1nc(-c2cccc(C(=O)N(C)C)c2)cn2ccnc12	-16%
Cc1ccc(C)c(NCCCCCCCC(=O)O)c1	19%
O=S(=O)(c1ccc2c(c1)OCCO2)N1CCN(c2nc(-c3ccccc3)nc3ccccc23)CC1	0%

Entries listed so far that have a furan ring, fused or not, in the order listed:
Compound	BRCA1 expr act
COc1ccc(-c2ccc(C(=O)NCCN(C)C)c3occc23)c(C)c1	-10%
CC1C(=O)N(Cc2cn(Cc3ccco3)nn2)CCS(=O)(=O)N1Cc1ccc(-c2cccc(CO)c2)cc1 (configuration not stated)	-12%
CCOC(=O)[C@]12CCCC=C1N(Cc1ccco1)C(=O)[C@H](CC(=O)NCc1cccs1)C2	17%
Cc1nc2ccc(C(=O)N3CCN(C(=O)c4ccco4)CC3)cn2c1N(C)C(=O)CCc1ccccc1	0%

(next part)
Compound	BRCA1 expr act
Cc1ccccc1NC(=O)Nc1nc(C(N)c2ccccc2)cs1 (configuration not stated)	-7%
CSc1ccc(CN2CCC(C)(Oc3ccc(CC#N)cc3)C2)cc1 (configuration not stated)	-1%
C[C@H]1CN([C@@H](C)CO)C(=O)CCCn2nncc2CO[C@@H]1CN(C)C(=O)c1ccc(N2CCN(C)CC2)cc1	11%
CC(=O)OC[C@@H]1CN(Cc2ccccc2)C[C@H](n2cnc3c(NCC(C)C)ncnc32)O1	9%
COCCNC(=O)C1(C)CCCN(C(=O)c2ccccc2)C1 (configuration not stated)	9%
O=C(c1ccc(-n2cncn2)c2ccoc12)N1CCOCC1	8%
COc1ccc(/C=C2\C=Cc3ccccc32)cc1	?
COc1cccc(/C=C/C(=O)OCC(=O)N2c3ccccc3CC2C)c1 (configuration not stated)	3%
Nc1nc2ccccc2n1S(=O)(=O)c1ccc([N+](=O)[O-])cc1	-24%
CCCCCCNC(=O)O[C@H]1CN(C(=O)OC(C)C)N(C(=O)OC(C)C)[C@@H]2CN(S(=O)(=O)c3ccc(C)cc3)C[C@]12O	-60%
Cc1c(P(=S)(c2ccccc2)c2ccccc2)[n+]2ccccc2n1CCc1ccccc1	-15%
CCC(C)N(C(=O)COC(=O)c1ccc(N)c([N+](=O)[O-])c1)C1CCS(=O)(=O)C1 (configuration not stated)	-9%
CCN(CC)C(=O)C1=C(C)N(Cc2ccc(C(C)(C)C)cc2)C(=O)C(CC(=O)NCc2cccs2)C1 (configuration not stated)	-7%
CC(C)NC(=O)C1Cc2c(-c3ccc(Cl)cc3)ccnc2O1 (configuration not stated)	1%

This is a subset (hit frequency here may not be typical).
